From PubChem BioAssay
mcGAS inh – inhibitors of mouse cGAS; Q8C6L5; recombinant cGAS, Kinase-Glo ATP depletion luminescence; inhibition, % at 12.5 µM; actives 0.15% (n = 160,000); AID 1259399;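 note: 0% = negative control wells and 100% = reference inhibitor with no enzyme activity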
NPYLR7 agonist – activates Aedes aegypti NPYLR7 receptor; HEK293T NPYLR7/Galpha15, GCaMP6s calcium fluorescence; actives 0.15% (n = 270,000); activation, % at 10 µM; AID 1259423; in the data active = activation above about 40%;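 note: 0% = vehicle and 100% = reference agonist at the receptor; some compounds past the cut are filed as inactive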
hcGAS inh – blocks human cGAS activity; actives 0.081% (n = 290,000); recombinant h-cGAS, ATP depletion, Kinase-Glo luminescence; AID 1259398; inhibition, % at 12.5 µM; Q8N884;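 note: 0% = vehicle reaction and 100% = reaction without DNA for no activity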
Target sequence (Q8N884 whole entry, looked up): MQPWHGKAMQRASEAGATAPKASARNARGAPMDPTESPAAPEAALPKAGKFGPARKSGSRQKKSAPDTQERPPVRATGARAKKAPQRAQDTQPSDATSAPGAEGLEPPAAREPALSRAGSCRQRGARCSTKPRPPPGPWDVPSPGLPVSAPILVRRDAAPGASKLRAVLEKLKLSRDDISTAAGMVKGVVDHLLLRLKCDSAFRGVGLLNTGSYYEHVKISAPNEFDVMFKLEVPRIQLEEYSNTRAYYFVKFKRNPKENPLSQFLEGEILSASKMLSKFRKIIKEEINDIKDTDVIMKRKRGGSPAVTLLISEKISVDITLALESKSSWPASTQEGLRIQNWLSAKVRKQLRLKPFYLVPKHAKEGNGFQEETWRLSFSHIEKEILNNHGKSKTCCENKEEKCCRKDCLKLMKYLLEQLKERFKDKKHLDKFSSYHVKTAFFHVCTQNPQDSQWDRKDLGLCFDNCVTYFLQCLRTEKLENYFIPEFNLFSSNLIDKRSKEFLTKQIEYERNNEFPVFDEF
Active calls of the source: *; · = not tested or not shown. Cut-off read from the data, not from the text of the source, unless noted: active = inhibition above about 40%; inactive = the rest. Not a hit list (roughly 0.29% active in at least one column).

SMILES	mcGAS inh	NPYLR7 agonist	hcGAS inh
COc1ccc(CN2CC(OCc3ccccc3F)CN(C3CCN(C(C)C)CC3)CC2=O)cc1 (stereo unspecified)	-1	8	-5
CCn1c(=O)c2c(nc3n2CC(C)=NN3Cc2ccc(Cl)cc2)n(C)c1=O	-9	-2	-8
CC(c1ccc(-c2cnc(N)cn2)cc1)N1CCCC1 (stereo unspecified)	·	3	-4
COc1ccc(OCCn2c(=O)oc3ccc(C)cc32)cc1	-9	-2	-6
Cc1cnc(C(=O)N2CCCC(C(=O)Nc3ccc(-c4cccc(F)c4)cc3)C2)cn1 (stereo unspecified)	-8	15	-4
COc1ccc(NC(=O)[C@@H](C)N2Cc3ccc(N4CCOCC4)nc3C2=O)cn1	·	7	-10
CN(Cc1cccc(Cl)c1Cl)C(=O)c1ccc(=O)[nH]c1	-6	14	-3
CCN(CC)C(=O)[C@@H]1C[C@H](n2cc(C3CCCCC3)nn2)CN1	·	3	-4
CC1CN(C)CCN1CC(O)c1cccc(Br)c1 (stereo unspecified)	·	3	-12
Cn1c(=NNC(=O)c2ccccc2F)sc2ccccc21	-8	9	-6
CCn1c(SCc2ccc(C(=O)Nc3ccc(C)c(C)c3)cc2)nnc1-c1ccncc1	-10	·	-7
Cc1csc(SCc2cc(=O)c(OC(=O)c3cccc([N+](=O)[O-])c3)co2)n1	-8	-7	-6
CCC(=O)Nc1ccc(-c2nc3cc4c(cc3c(C)c2Cl)OCO4)cc1	·	10	-7
CCCCCCCC(=O)NC(C(=O)Nc1nnc(-c2ccc(Cl)cc2)s1)C(C)CC (stereo unspecified)	-2	9	3
Cc1ccc(-n2nnnc2SCC(=O)NC(=O)CN2CCCC2=O)cc1C	·	5	-5
O=C(NCC1(c2ccccc2)CC1)C1CCN(S(=O)(=O)c2ccccc2)CC1	-5	5	1
Cc1ccsc1C(=O)N1CCC(n2nccc2NC(=O)c2cccc(F)c2)CC1	-3	13	-2
CCC1CN(c2cncc(C(=O)N(C)C)n2)CCC(=O)N1Cc1ccccc1 (stereo unspecified)	·	11	-4
COC(=O)c1ccc(-c2noc(CN3CCN(c4ccccc4)CC3C)n2)cc1 (stereo unspecified)	-3	-1	1
N#Cc1ccc(CON=Cc2cccc(F)c2)cc1	2	-4	12
COc1ccc(Nc2nc(NCCO)nc3nccnc23)cc1	·	1	-2
O=C(C1=C(O)C(=O)N(CCCn2ccnc2)C1c1ccc(Cl)cc1)c1ccco1 (stereo unspecified)	-7	6	-4
Cc1nc(-c2ccc(CCNC(=O)CCc3ccco3)cc2)cs1	·	5	-7
Oc1ccc(O)c([S+]2CCCCC2)c1	·	-8	1
Cc1nc(C)c(C(=O)N2CCCn3cncc3C2)s1	-10	2	-10
Carrying on.
SMILES	mcGAS inh	NPYLR7 agonist	hcGAS inh
O=C(NCc1ccco1)c1cccc(Cl)c1Cl	·	6	-6
COCCn1c(O)c(C=Nc2ccc(SC#N)cc2C)c(=O)[nH]c1=S	·	-3	-5
COC(=O)c1ccc2c(c1)C1CC(C)(O2)N(c2cccc(C)c2)C(=S)N1 (stereo unspecified)	-10	-4	-3
OC1C2CN3CCN(C2)CC1(Cc1ccccc1)C3 (stereo unspecified)	·	-3	-2
COc1ccccc1-c1nc2ccc(C)cn2c1NC(=O)c1cccc(F)c1	-4	-3	-1
CCc1nc2n(n1)C(=O)C(C(c1cccc(C)c1)N1CCOCC1)S2 (stereo unspecified)	-6	-4	-5
O=C(NCC1CCCO1)c1ccccc1NS(=O)(=O)c1ccc(Cl)s1 (stereo unspecified)	·	11	-3
Cc1ccc2oc(-c3ccc(NC(=O)c4ccccc4Cl)cc3O)nc2c1	-1	-10	1
Cc1cc(C(C#N)C(=O)/C=C/c2ccc(N(C)C)cc2)nc(C)n1 (stereo unspecified)	·	29	-11
NC(=O)c1cn(-c2ncc(Br)cn2)cn1	-11	-1	0
COC(=O)c1ccc(CN2CCN(CC=C(C)C)C(CCO)C2)cc1 (stereo unspecified)	·	-1	-2
CSc1ccc(NC(C)=O)nn1	·	8	-2
Cc1cc(C(=O)NCc2ccc(F)cc2)nc2cc(C(C)(C)C)nn12	-6	2	-2
CC1CCCCN1C(=O)C(NC(=O)c1cccs1)C1CCN(C(=O)C2CC2)CC1 (stereo unspecified)	-6	8	-7
Cc1nc(CSc2ccccc2C(=O)N2CCC(C(=O)NC(C)C)CC2)no1	-16	-5	-8
O=C(NCCN1CCCC1)c1cc(-c2ccccc2Cl)nc2cc(-c3ccccc3)nn12	-6	11	-5
Cc1ccc(NC(=O)c2cnc(SCc3cccnc3)n(C)c2=O)cc1C	·	8	-6
CC(=O)c1cccc(Nc2nccc3[nH]c(-c4cccc(F)c4)cc23)c1	-1	-18	3
COc1ccccc1-c1ncc(C2CC(=O)Nc3c2cnn3CC2CC2)cn1 (stereo unspecified)	·	-3	-2
COc1ccccc1Nc1nnc(CC(=O)N2CCN(c3cccc(C)c3C)CC2)s1	·	-8	-3
CC(=O)Nc1cncc(-c2cccc(C(=O)NCCN(C)C)c2)n1	·	1	-5
Cc1cc(C)c(Cn2ccnc2CN(C(=O)C2CCCC2)C2CC2)c(C)c1	1	-4	0
COc1cc(CN2CCC(O)(CN3CCOCC3)C(C)(C)C2)ccc1F (stereo unspecified)	1	·	4
O=C(Cc1cccnc1)N1CCCC(CCc2ccc(F)cc2)C1 (stereo unspecified)	·	5	-4
O=C(O)CN1C(=O)/C(=C\c2ccc(-c3ccc([N+](=O)[O-])cc3)o2)SC1=S	·	7	-3
Carrying on.
SMILES	mcGAS inh	NPYLR7 agonist	hcGAS inh
COc1ccc(-c2[nH]ncc2CNC(=O)CC2NC(=O)c3ccccc32)cc1 (stereo unspecified)	·	-10	-2
O=C(Nc1ccc(N2CCC(Cc3ccccc3)CC2)c(C(=O)N2CCCC2)c1)c1cc(C(F)(F)F)cc(C(F)(F)F)c1	-5	23	0
Cn1cnc(C(=O)NCCOc2ccc(Cl)cc2)c1	-7	-1	-1
Cc1ccn(C(=O)C2CC(=O)Nc3cc(F)ccc32)c(=NC2CCCCC2)c1 (stereo unspecified)	·	0	5
Cc1ccc(C)c(S(=O)(=O)n2nc(C)c(S(=O)(=O)N3CCC(C)CC3)c2C)c1	·	6	-3
Cc1nc(C)c2c(n1)OC(CN1CCc3[nH]nc(-c4ccccc4F)c3C1)C2 (stereo unspecified)	-13	8	-5
CCc1cc(Oc2ccc3c(c2)OCO3)nc(SCc2ccccc2C#N)n1	-5	-1	-5
Cc1ccc(-n2nc(C(=O)NCCc3ccccn3)c(=O)n(Cc3cccnc3)c2=O)cc1	-9	2	-5
COc1ccccc1CN(CCc1c[nH]c2ccccc12)C(=O)CN(C(=O)c1ccc([N+](=O)[O-])cc1)C1CC1	-5	27	-1
O=C(NCCNc1nc(-c2cccs2)nc2cc(Cl)ccc12)Nc1ccc(F)cc1F	-5	4	1
O=C(O)c1cccnc1CN(Cc1ccc2c(c1)OCO2)C1CC1	-13	-5	-8
CC(c1cccc(O)c1)N(C)CCc1ccncc1 (stereo unspecified)	5	0	5
COc1cc(C=C2SC(=S)NC2=O)cc(OC)c1	·	1	-9
CC(C)c1csc(NC(=O)Cn2cnc3ccccc3c2=O)n1	·	17	-3
CN(C)c1nc(-c2ccccc2)nc2c1CN(C(=O)C(c1ccccc1)c1ccccc1)CC2	-5	-10	-11
CCOC(=O)CCC(=O)N(CC(=O)N(CCc1c[nH]c2ccccc12)Cc1ccc(F)cc1)C(C)C	-9	·	-3
COCCCN(CC(=O)N(CCc1c[nH]c2ccccc12)Cc1ccccc1)C(=O)c1cccc(OC)c1	-4	17	-1
COc1ccc(S(=O)(=O)Oc2cccc(CN(Cc3ccco3)C(=O)Nc3ccccc3OC)c2)cc1	-3	4	-7
O=C(O)c1ccnc(-c2ccnc(-c3c[nH]c4ccccc34)n2)c1	2	·	28
COc1cccc(OCCCOc2ccc([N+](=O)[O-])cc2)c1	·	-6	-7
CCOC(=O)c1c(NC(=O)c2ccco2)sc(C(=O)Nc2ccccc2C)c1C	2	-6	-3
Cc1ccc(C(=O)CSc2nccn(-c3ccc(C)c(C)c3)c2=O)cc1	4	-9	4
CN(C(=O)NCCOc1cccc(C(C)(C)C)c1)C1CCOCC1	·	7	-7
CCc1ccc2nc(N(Cc3ccccn3)C(=O)Cc3ccc(S(=O)(=O)CC)cc3)sc2c1	-2	-3	-3
N=c1scc(-c2cccs2)n1CCCS(=O)(=O)O	·	3	-7
More structures follow:
SMILES	mcGAS inh	NPYLR7 agonist	hcGAS inh
COCC1(C(=O)N2CCN(C)C(C(=O)O)C2)CCC1 (stereo unspecified)	·	13	-6
CCn1c(C2CCCN(C(=O)c3coc4c3C(=O)CCC4)C2)nn(C)c1=O (stereo unspecified)	·	6	0
O=C1c2sc3nncc(=O)n3c2C(=O)N1c1ccc(I)cc1	·	8	-4
CN(CCOc1ccc(Br)cc1)C(=O)CNC(=O)c1ccc2c(c1)OCO2	·	-6	0
C=CCn1c(SCC(=O)OC)nc2c1c(=O)[nH]c(=O)n2C	·	1	-5
COc1ccc(CCN2CCCC(CN(C)Cc3nc4ccccc4nc3C)C2)cc1 (stereo unspecified)	·	4	2
O=C(c1ccco1)N(Cc1ccc(F)cc1)Cc1ccccc1OS(=O)(=O)c1ccc(F)cc1	-7	17	-9
CCNC(=O)c1ccccc1OCC(=O)Nc1ccc(Cl)cc1OC	·	-2	-1
CCC(C)NC(=O)CSc1nnc(-c2cc(Cl)sc2Cl)c(=O)[nH]1 (stereo unspecified)	·	-1	-8
O=C1N(CCO)CCCC[C@]12C[C@H](CO)[C@H](c1ccccc1)N2S(=O)(=O)c1ccccc1	-9	0	-11
Cc1cc(C)nc(SCc2cc(=O)c(OC(=O)/C=C/c3ccccc3)co2)n1	-8	-15	-6
CNc1cccc(-c2c(OC)cccc2OC)n1	·	2	-15
CC(C)c1ccc(-n2c(COc3ccccc3)n[nH]c2=S)cc1	-6	-7	-2
CCOCCCn1c(SCc2c(F)c(F)c(F)c(F)c2F)nc2cc(S(=O)(=O)N3CCCC(C)C3)ccc21 (stereo unspecified)	-5	2	-7
COc1ccc(-c2nc3ccc(C)cn3c2NC(=O)c2cc(Cl)cc(Cl)c2)cc1OC	-2	-8	-3
COCCN(CCOC)C(=O)c1cc2c(s1)CCC(C)C2 (stereo unspecified)	·	-2	1
Cc1nn(-c2cccc(F)c2)c(N2CCN(C)CC2)c1CN(CCC(C)C)S(=O)(=O)c1ccc(Br)cc1	-4	1	-6
CCN(CC)CC1(C)NCCc2[nH]cnc21 (stereo unspecified)	-5	·	-12
COC(C)c1nc(CN(C)C(=O)c2c(O)cc(F)cc2F)cs1 (stereo unspecified)	-1	0	2
O=C1OC(c2cccc(F)c2)=NC1=CC1=Cc2cc(Cl)ccc2OC1	-7	10	-9
CC1CCCN(Cc2ccc(NS(=O)(=O)c3ccccc3Cl)cc2)C1 (stereo unspecified)	-2	-4	1
Cc1cccc(Cn2c(C)c(C)c(C)c2C(=O)Nc2cccc(C)c2)c1	-10	·	-4
Cc1cc([N+](=O)[O-])cc(S(=O)(=O)NNC(=O)c2cn(C)c3ccccc23)c1C	·	3	-7
COc1cccc(Cc2nsc(N3CCN(C(=O)c4ccc(Br)cc4)CC3)n2)c1	-6	-9	-9
COc1cccc(CNC(=O)CCC2CCCN(C(=O)c3ccc4ncccc4c3)C2)c1 (stereo unspecified)	·	1	-6

Structural class: the entries above containing a thiophene ring, fused or not (eight)
SMILES	mcGAS inh	NPYLR7 agonist	hcGAS inh
Cc1ccsc1C(=O)N1CCC(n2nccc2NC(=O)c2cccc(F)c2)CC1	-3	13	-2
O=C(NCC1CCCO1)c1ccccc1NS(=O)(=O)c1ccc(Cl)s1 (stereo unspecified)	·	11	-3
CC1CCCCN1C(=O)C(NC(=O)c1cccs1)C1CCN(C(=O)C2CC2)CC1 (stereo unspecified)	-6	8	-7
O=C(NCCNc1nc(-c2cccs2)nc2cc(Cl)ccc12)Nc1ccc(F)cc1F	-5	4	1
CCOC(=O)c1c(NC(=O)c2ccco2)sc(C(=O)Nc2ccccc2C)c1C	2	-6	-3
N=c1scc(-c2cccs2)n1CCCS(=O)(=O)O	·	3	-7
CCC(C)NC(=O)CSc1nnc(-c2cc(Cl)sc2Cl)c(=O)[nH]1 (stereo unspecified)	·	-1	-8
COCCN(CCOC)C(=O)c1cc2c(s1)CCC(C)C2 (stereo unspecified)	·	-2	1

Remaining list, next part:
SMILES	mcGAS inh	NPYLR7 agonist	hcGAS inh
CC(C)(C)c1cc(NS(=O)(=O)c2cc3c(cc2Cl)OCCCO3)on1	-11	0	-1
COC(=O)c1ccccc1C(=O)N1CCC(CCC(=O)NC2CC2)CC1	·	2	-9
CCN(CCn1cccn1)Cc1nc(-c2ccc(C(F)(F)F)cc2)oc1C	-5	-10	-4
CCC(NC(=O)C1CC(=O)N(c2cccc(Cl)c2)C1)c1nnc2n1CCCCC2 (stereo unspecified)	·	2	4
CC(C)C(=O)NCCNc1ccc(C(F)(F)F)cc1[N+](=O)[O-]	·	-9	-11
Cn1c2ccccc2n2c(=N)c3ccccc3c(C#N)c12	·	3	-7
CC1CN(c2nc3nonc3nc2N2CC(C)OC(C)C2)CC(C)O1 (stereo unspecified)	-4	·	-4
C=CCn1c(SCc2cc(=O)c(O)co2)nnc1-c1ccncc1	-6	1	-6
CN1CCN(c2ccc(C(F)(F)F)cc2NC(=O)CCc2ccccc2)CC1	-2	1	2
O=c1[nH]c2ccc(S(=O)(=O)NC3CCCC3)cc2[nH]1	-4	13	-10
CC(C)(C)c1ccc(-c2n[nH]c3c2CN(C(=O)CCc2cc(=O)[nH]o2)CC3)cc1	·	20	-6
O=C(c1cccc(Br)c1)N(Cc1ccco1)Cc1c(-c2ccccc2)noc1N1CCCC1	-6	3	-8
C=CCN1C(=O)C(=Cc2ccncc2)SC1=S	·	-3	-5
